EPAC2 antagonist: EPAC2 (human) antagonism; EPAC2 GEF exchange of Rap1B-BODIPY-GDP, fluorescence; Potency, µM (doses to about 114 µM), inactives show at the highest dose activity, negative = inhibition, usual class: inhibitors; AID 720708; Q8WZA2; hit rate 0.18% among 360,000; further: on the % scale 0 is the no-effect control and ±100 the full control effect; nearly all actives have a fitted effect of over 45% in size; many of its hits are not listed in these tables
FUS yeast rescue: FUS proteinopathy suppression in yeast | S. cerevisiae FUS-expressing, growth rescue, OD600, 24 h | Potency, µM (titrated, usually from 76.6 µM), without a hit: top-dose growth rescue (activation), actives largely listed as activators | hit rate 0.24% among 390,000;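 further: plate controls were DMSO vehicle for no effect and reference control for full effect; nearly all actives have a fitted effect of over 55% in size; some results filed as inactive show a strong effect at the top dose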
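FUS-expressing yeast, raffinose-pregrown, induced in 2% galactose minimal medium at OD 0.005; compounds in a dilution series, 24hr at 30C. Growth restoration read as absorbance at 600 nm. CP55940 positive control, DMSO negative.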
PTHR1 ag: agonists of human PTHR1 parathyroid hormone receptor; Potency, µM (series often up to 115 µM), for inactives: at the top dose activation, usual class: activators; Q03431; HEK293 GP2 PTHR1 cells, GloSensor cAMP luminescence, 1 h; hit rate 0.075% among 410,000; further: nearly all actives have a fitted effect of over 55% in size; some results filed as inactive show a strong effect at the top dose; inactives centre near -15; many of its hits are not listed in these tables
Target sequence (Q03431 whole entry, looked up): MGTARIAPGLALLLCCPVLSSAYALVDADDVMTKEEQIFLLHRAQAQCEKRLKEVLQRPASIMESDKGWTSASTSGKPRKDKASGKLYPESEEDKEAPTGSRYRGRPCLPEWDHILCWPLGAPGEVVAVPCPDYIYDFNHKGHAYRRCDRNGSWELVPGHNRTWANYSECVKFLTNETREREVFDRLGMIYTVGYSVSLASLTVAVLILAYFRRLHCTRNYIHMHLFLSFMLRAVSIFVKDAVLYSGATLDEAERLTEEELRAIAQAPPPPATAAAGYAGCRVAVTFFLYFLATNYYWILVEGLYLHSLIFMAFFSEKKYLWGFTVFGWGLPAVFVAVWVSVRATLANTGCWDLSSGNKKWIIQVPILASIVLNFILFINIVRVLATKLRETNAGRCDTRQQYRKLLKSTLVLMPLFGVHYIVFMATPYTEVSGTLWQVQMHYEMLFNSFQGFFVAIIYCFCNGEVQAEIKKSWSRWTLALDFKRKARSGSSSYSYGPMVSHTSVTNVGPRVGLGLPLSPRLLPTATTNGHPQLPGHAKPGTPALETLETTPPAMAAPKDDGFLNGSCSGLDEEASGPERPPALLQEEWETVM
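HEK-293-derived GP2 cells expressing PTHR1 and a GloSensor cAMP reporter, 3,000/well, plated overnight, given luciferin plus IBMX (each 0.5 mM as added) for 1 h at 37 °C, then compound for 1 h at 37 °C. Luminescence was read after 15 min at room temperature.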
TDP-43 yeast inh: TDP-43 toxicity inhibition in yeast; TDP-43 expressing yeast growth rescue, BacTiter-Glo, 24 h; Potency, µM (titrated, usually from 46.1 µM), without a hit: at the top dose growth rescue (activation), hits mostly activators; hit rate 1.8% among 410,000; further: % of control where 0% means no effect; nearly all actives have a fitted effect of over 50% in size
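Luminescence from BacTiter-Glo reports growth of TDP-43-expressing yeast after 24 hr at 30 deg C with compound. Cells were raffinose-pregrown to mid-log, then seeded in galactose medium at OD600=0.02.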
aSyn rescue: alpha-synuclein toxicity inhibition in yeast. Potency, µM (highest dose often 46.1 µM), without a hit: at the highest dose growth rescue (activation), most hits filed as activators. hit rate 0.14% among 370,000. Yeast expressing alpha-synuclein, growth rescue, BacTiter-Glo, 24 h; further: % of control where 0% means no effect; nearly all actives have a fitted effect of over 65% in size
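Galactose-induced alpha-syn yeast (OD600=0.02, raffinose-pregrown) + pinned cpd, 24 hr, 30 deg C; growth by BacTiter-Glo luminescence. Growth restoration scores as activation.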
EPAC1 agonist: EPAC1 (human) agonism | O95398 | EPAC1 agonist qHTS, biochemical assay; response scale: 100% = response to 6.5 mM cAMP | Potency, µM (series often up to 154 µM), inactives show top-dose activation, most hits filed as activators | hit rate 0.073% among 360,000; further: nearly all actives have a fitted effect of over 60% in size
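Fluorescent GDP-exchange assay: 100 nM EPAC1 with 250 nM Rap1B preloaded with BODIPY-GDP and 50 uM GDP; compounds tested as concentration series, 5 min at room temperature, then read every 5 min for 30 min (ex 480/em 540 nm); normalized to 6.5 mM cAMP.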
EPAC1 antagonist: EPAC1 (human) antagonism; Potency, µM (highest dose often 115 µM), for the others: top-dose activity change, negative = inhibition, actives largely listed as inhibitors; hit rate 0.14% among 360,000; AID 720709; EPAC1 GEF assay, Rap1b-BODIPY-GDP exchange fluorescence; O95398;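 further: plate controls were vehicle for no effect and positive control for full effect; nearly all actives have a fitted effect of over 50% in size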
EPAC2 ag: activates human EPAC2 exchange factor. EPAC2 activation, biochemical qHTS; response scale: 100% = 6.5 mM cAMP response. Potency, µM (series often up to 154 µM), for inactives: at the top dose activation, usual class: activators. Q8WZA2. hit rate 0.079% among 360,000; further: nearly all actives have a fitted effect of over 50% in size
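Guanine nucleotide exchange by EPAC2 is measured as reduced fluorescence of BODIPY-GDP once it is released from 250 nM Rap1B. Plates are read kinetically for 30 min at room temperature; results are scaled to 6.5 mM cAMP.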
Active calls of the source: *; i = inactive; u = inconclusive; x = not tested or not shown; [ ] = remark or other dose. The call rests on the fitted dose curve; in most records, active means well fitted curve in the direction sought with a large enough effect; inconclusive means small, poorly fitted or top-dose-only effect, or another doubt; inactive means no such curve, though single readings can be large; an effect the other way counts as inactive or inconclusive. Potency means the concentration at half of the fitted maximal effect.

SMILES	EPAC2 antagonist	FUS yeast rescue	PTHR1 ag	TDP-43 yeast inh	aSyn rescue	EPAC1 agonist	EPAC1 antagonist	EPAC2 ag
CC(C)(C)c1ccc(NC(=O)COC(=O)CCN2C(=O)c3cccc([N+](=O)[O-])c3C2=O)cc1	-19%	-16%	-22%	13%	0%	-19%	-10%	-6%
CCc1nc2nc(C)c(NS(=O)(=O)c3cccs3)c(=O)n2[nH]1	5%	13%	-4%	-11%	-2%	2%	3%	15%
COCc1c(C(=O)N2CCN(Cc3c(F)cccc3Cl)CC2)oc2ccccc12	-6%	13%	-11%	17%	-7%	5%	-9%	17%
COc1c(Cl)cc(Cl)cc1CNCCNCCO	-7%	-20%	i	-24%	1%	2%	11%	3%
O=C1CSC(c2ccccc2)N1Cc1ccccn1 (stereo not drawn)	-1%	3%	-15%	13%	1%	4%	7%	5%
COC(=O)c1sccc1NC(=O)Nc1cc(C)cc(C)c1	-25%	-9%	i	12%	-2%	15%	u	18%
CCCc1ccc(-c2cc(C(=O)NCCc3ccc(S(N)(=O)=O)cc3)c3ccccc3n2)cc1	-4%	44%	i	-5%	2%	-26%	-7%	-17%
O=C(CCc1nc(-c2ccccc2)no1)NCC1CCCO1 (stereo not drawn)	-6%	x	i	-11%	2%	1%	0%	4%
COc1ccc(NC(=O)COC(=O)CCCC2=NS(=O)(=O)c3ccccc3N2)cc1	-2%	-4%	i	-9%	0%	1%	-13%	-3%
O=C(Nc1ccccc1C(=O)NC(Cc1ccccc1)C(=O)O)c1ccco1 (stereo not drawn)	19%	-20%	-8%	9%	-12%	1%	2%	8%
O=C(O)Cn1cc(/C=C/[N+](=O)[O-])c2ccccc21	-21%	15%	-26%	7%[9.22 µM]	-1%	3%	2%	25%
O=C(C[n+]1cc(Br)cc2ccccc21)c1ccccc1	-1%	-1%	i	-13%	-1%	7%	-7%	-2%
COC(=O)c1nn(-c2cccc(C)c2)c2nnc(Cc3ccc(C)cc3)c(=O)n12	12%	x	-29%	2%	14%	0%	12%	6%
Cc1occc1C(=O)NNC(=O)c1ccccc1Br	1%	-7%	i	0%	-8%	7%	-2%	10%
COC(=O)c1cc(-c2ccc(S(=O)(=O)N3CCCC(C)C3)cc2)c(C(F)(F)F)s1 (stereo not drawn)	-5%	-16%	i	24%	0%	-23%	-9%	-2%
Cn1c(SCc2cccc(C#N)c2)nc2ccccc2c1=O	-4%	4%	-47%[inhibitor]	u	8%	16%	1%	11%
Cc1nnc(SCC(=O)c2ccccc2F)n1Cc1ccccc1	11%	-2%	i	2%	2%	-13%	8%	-3%
c1ccc(Cn2nnnc2C(c2cccs2)N2CCOCC2)cc1 (stereo not drawn)	2%	20%	1%[57.5 µM]	3%	3%	6%	0%	-2%
O=C(O)C=C1C2CC3CC(C2)CC1C3	8%	18%	i	0%	25%	2%	7%	6%
O=C(NCc1ccco1)c1cccc2c1C(=O)c1ccc(N3CCC(Cc4ccccc4)CC3)cc1S2(=O)=O	18%	u	-40%[inhibitor]	1%	3%	2%	27%	-35%[inhibitor]
O=C(Nc1ccc2oc(-c3ccncc3)nc2c1)c1ccc2c(c1)OCCO2	u	1%	-25%	-1%	-4%	5%	u	u
O=C(Nc1cccc(Oc2ccccc2)c1)C1Cc2c(-c3ccco3)ccnc2O1 (stereo not drawn)	16%	36%	i	18µM*	-4%	-15%	-8%	13%
CCOC(=O)N1CCN(C(=O)CS(=O)Cc2nc(-c3ccc(C)cc3)oc2C)CC1 (stereo not drawn)	-9%	1%	i	16%	5%	-6%	0%	-2%
Cc1cccc(-n2ncc3c2CCCC3NC(=O)CN2CCCC2=O)c1C (stereo not drawn)	-15%	12%	-5%	-2%	1%	-6%	-2%	4%
CC(=O)c1c(C)[nH]c(C(=O)CSc2nnc(-c3ccco3)n2Cc2ccccc2)c1C	-7%	27%	i	5%	7%	11%	-4%	16%
SMILES	EPAC2 antagonist	FUS yeast rescue	PTHR1 ag	TDP-43 yeast inh	aSyn rescue	EPAC1 agonist	EPAC1 antagonist	EPAC2 ag
O=C(CN1C(=O)NC2(CCCC2)C1=O)N1CCN(c2cccc(C(F)(F)F)c2)CC1	-9%	17%	-45%[inhibitor]	3%	-2%	2%	2%	9%
COc1c(CC=C(C)C)cc(C2CC(=O)c3c(O)cc(O)cc3O2)cc1CC=C(C)C (stereo not drawn)	-20%	u	-30%[inhibitor]	u	-18%	-28%	-19%	-6%
CC(NC(=O)c1ccc(F)cc1F)C1CC2CCC1C2 (stereo not drawn)	-8%	4%	-16%	-12%	-4%	-2%	-16%	13%
COc1cc2c(cc1OC)C(C(=O)Nc1ccc(F)c(Cl)c1)CC(=O)N2 (stereo not drawn)	-3%	-23%	-20%	11%	-1%	8%	-14%	3%
Cc1ccc(NC(NC(=O)c2cccs2)C(Cl)(Cl)Cl)cc1 (stereo not drawn)	-2%	8%	-23%[57.5 µM]	u	-5%	15%	-28%	25%
CC(=O)c1c(C)[nH]c(C(=O)NCCCN2CCCC2)c1C	10%	7%	-1%[57.5 µM]	-5%	-1%	-1%	2%	-1%
O=C(CS(=O)(=O)c1c[nH]c2ccccc12)N1CCc2ccccc21	-8%	6%	i	31%	-1%	-7%	-2%	2%
CCOC(=O)Cn1c(CN2CCN(c3cccc(Cl)c3)CC2)nc2c1c(=O)[nH]c(=O)n2C	u	-1%	-29%	11%	-7%	3%	-2%	11%
CCc1nc(SCC(=O)NC2CC2)c2c(C)c(C)sc2n1	2%	-9%	-7%	4%	-1%	2%	u	1%
Cc1ccc(C(=O)N/N=C\c2ccc(OC(=O)c3cccc(F)c3)cc2)cn1	-1%	-13%	-12%	3%	5%	3%	9%	10%
CC1CC(C)CN(CCCOc2ccccc2[N+](=O)[O-])C1 (stereo not drawn)	1%	x	i	4%	-1%	7%	-7%	-9%
CCN1C(=O)[C@@H]2[C@H](C1=O)[C@@H]1C(=O)Nc3ccccc3C(=O)N1[C@@H]2c1ccc(Br)cc1	3%	8%	-1%	1%	1%	8%	1%	14%
COC1=C/C(=C/c2c(N)n3cc(C)sc3nc2=O)C=CC1=O	9%	x	-11%	0%	-14%	4%	-15%	8%
Cc1cc(C(F)F)nn1CC(=O)N1CCSCC1	-1%	-10%	-6%[57.5 µM]	7%	-1%	18%	-15%	-3%
O=C1N(Cc2cccnc2)C[C@@H]2C[C@@H](c3ccccc3C#Cc3ccccc3)N3CCC[C@@]123	1%	-11%	i	-2%	0%	0%	1%	-6%
CCN(C[C@H]1N[C@@](CC)(C(=O)OC)[C@H]2C(=O)N(C)C(=O)[C@@H]12)C(=O)Nc1ccc(C(F)(F)F)cc1	-1%	-13%	-18%	15%	1%	0%	-23%	-5%
O=C(C1CCN(c2ncnc3c2nc2n3CCCCC2)CC1)N1CCCCC1	5%	-13%	u	-19%	-1%	-8%	-11%	7%
CCOc1[nH]n(-c2ccccc2)c(=O)c1C=Nc1ccc(C(=O)OC)cc1	23%	-48%	-21%	-6%	-7%	-4%	8%	-3%
COc1ccc([C@H]2C[C@@H](n3cc(-c4ccc(F)cc4)nn3)[C@H](O)CN2Cc2cccs2)cc1	6%	0%	i	24%	11%	-5%	u	-3%
CC(c1ccccc1)n1cc(C(=O)NCc2cccnc2)nn1 (stereo not drawn)	6%	28%	i	-19%	-5%	4%	3%	8%
O=C(/C=C/c1ccccc1[N+](=O)[O-])NCc1ccncc1	5%[57.1 µM]	-20%	-2%	-36%	0%	-8%	15%	1%
CN(C)C(=O)CCc1nc2sc3c(c2c(=O)[nH]1)CCCC3	9%	x	i	-14%	-6%	-5%	13%	-7%
O=C(Cc1cccs1)Nc1ccc(N2CCOCC2)cc1	21%	11%	13%	2%	-8%	3%	0%	2%
COc1ccc(CN(C)CC(=O)NCC(=O)Nc2c(C)cccc2C)cc1	3%	x	-24%	9%	3%	-15%	1%	-3%
CSCC(C)N1CCC(CO)(CCCc2ccccc2)CC1 (stereo not drawn)	-10%	1%	-15%	-17%	8%	1%	u	9%

Some of these compounds in order of molar mass, highest first:
SMILES	EPAC2 antagonist	FUS yeast rescue	PTHR1 ag	TDP-43 yeast inh	aSyn rescue	EPAC1 agonist	EPAC1 antagonist	EPAC2 ag
CCN(C[C@H]1N[C@@](CC)(C(=O)OC)[C@H]2C(=O)N(C)C(=O)[C@@H]12)C(=O)Nc1ccc(C(F)(F)F)cc1	-1%	-13%	-18%	15%	1%	0%	-23%	-5%
O=C(C1CCN(c2ncnc3c2nc2n3CCCCC2)CC1)N1CCCCC1	5%	-13%	u	-19%	-1%	-8%	-11%	7%
COc1cc2c(cc1OC)C(C(=O)Nc1ccc(F)c(Cl)c1)CC(=O)N2 (stereo not drawn)	-3%	-23%	-20%	11%	-1%	8%	-14%	3%
Cc1ccc(C(=O)N/N=C\c2ccc(OC(=O)c3cccc(F)c3)cc2)cn1	-1%	-13%	-12%	3%	5%	3%	9%	10%
Cc1ccc(NC(NC(=O)c2cccs2)C(Cl)(Cl)Cl)cc1 (stereo not drawn)	-2%	8%	-23%[57.5 µM]	u	-5%	15%	-28%	25%
O=C(Cc1cccs1)Nc1ccc(N2CCOCC2)cc1	21%	11%	13%	2%	-8%	3%	0%	2%

Following part.
SMILES	EPAC2 antagonist	FUS yeast rescue	PTHR1 ag	TDP-43 yeast inh	aSyn rescue	EPAC1 agonist	EPAC1 antagonist	EPAC2 ag
CCOC(=O)C1(C)/C(=N/Nc2ccccc2Cl)C(=O)C(=O)N1c1ccccc1 (stereo not drawn)	-4%	17%	i	22%	-1%	-5%	3%	-6%
COc1ccc(NC(=O)CSc2nnc(-c3ccc(C)cc3)o2)cc1	x	-13%	i	5%	-2%	x	x	x
COc1cc(N=Nc2ccc(C)cc2S(N)(=O)=O)c(C)cc1N	-15%	11%	i	-21%	5%	7%	-12%	14%
CCCCNC(=O)C1Cc2cc(S(=O)(=O)N3CCCCC3)ccc2N1C(C)=O (stereo not drawn)	2%	5%	i	3%	0%	7%	2%	-2%
O=C(COc1ccccc1-c1ccccc1)NNC(=O)NC1CCCCC1	-12%	28%	-32%	-4%	3%	-13%	6%	9%
CCCCCOC(=O)Nc1nnc(CCC)s1	0%[57.1 µM]	18%	i	14%	-1%	2%	1%	12%
CC1CN(C(=O)COC(=O)c2ccc(Cl)nc2)CC(C)O1 (stereo not drawn)	8%	-17%	i	0%	-3%	2%	-3%	0%
C=CCOc1cccc(CNCc2cccnc2)c1	-5%	12%	i	-7%	0%	-1%	-12%	3%
Cc1ccc(CSc2nnc(C)c(=O)[nH]2)cc1	1%[57.1 µM]	-21%	-20%	4%	0%	-2%	-3%	22%
CCOC(=O)c1c(NC(=O)c2ccco2)n(C2CCCCC2)c2nc3ccccc3nc12	-6%	32%	-25%	-13%	-1%	1%	-9%	-2%
CC(=O)OC1c2ccccc2C(=O)N1c1ccccc1C (stereo not drawn)	-24%	-19%	-12%	u	-1%	0%	12%	5%

This is a subset; count on the stated rates, not on these rows.
